# ROMK mod: human ROMK K+ channel modulation, primary screen; P48048; Tet-inducible ROMK, thallium flux fluorescence; actives lie on both sides; hit rate 2% among 130,000; AID 1918; B-score at 10 µM;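 active = signal ratio slope over the read window, or its plate-corrected B-score, at least 3 SD from the plate mean, either direction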;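 also: B-score of the F/F0 ratio slope over 7 to 12 s after thallium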
# Target sequence (P48048 whole entry, looked up): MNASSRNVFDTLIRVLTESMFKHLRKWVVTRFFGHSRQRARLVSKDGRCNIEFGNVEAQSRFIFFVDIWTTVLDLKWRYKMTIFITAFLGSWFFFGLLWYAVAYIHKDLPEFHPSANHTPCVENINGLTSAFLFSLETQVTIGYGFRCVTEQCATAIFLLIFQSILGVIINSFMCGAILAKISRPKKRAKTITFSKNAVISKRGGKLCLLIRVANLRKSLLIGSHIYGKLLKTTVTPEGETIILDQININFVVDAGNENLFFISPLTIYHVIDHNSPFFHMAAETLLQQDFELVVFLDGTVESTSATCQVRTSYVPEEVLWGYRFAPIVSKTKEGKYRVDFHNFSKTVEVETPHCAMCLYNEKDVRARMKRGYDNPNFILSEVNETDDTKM
# An asterisk follows results filed as active. A portion of the library. The share of hits here may be higher or lower than overall.
ROMK mod,SMILES
0.464,Cc1cccc(NC(=O)Nc2ccc(S(N)(=O)=O)cc2)c1
-1.12,Cc1noc(-c2ccc(Cl)cc2)c1C(=O)O/N=C(\N)c1ccc(C(C)(C)C)cc1
-1.29,COc1ccc(CC(=O)O/N=C(\N)c2ccc(C)cc2)cc1
-0.14,COc1ccc(/C=N/NC(=O)CCn2nc(C)cc2C)cc1
0.697,CCCOc1ccc(N2C(=O)CC(N(CCc3ccc(OC)cc3)C(=O)c3ccccc3)C2=O)cc1 (stereo not drawn)
0.0963,CN(C)C(=S)NC(=O)C12CC3(C)CC(C)(CC(C)(C3)C1)C2
0.0551,Cc1onc(-c2ccccc2)c1C(=O)c1ccccc1
-0.0374,COc1ccc2[nH]c3c(=O)n(CCCN4CCOCC4)cnc3c2c1
-0.000106,CCc1c(C#N)sc(C(N)=O)c1CC
1.23,CCCCn1cc([N+](=O)[O-])nc1C
0.0226,CN(C)c1ccc(-c2nc3cnccn3c2Nc2ccc3c(c2)OCCO3)cc1
-1.1,Nc1ccc(Oc2ccc(F)cc2)nc1

# (list continues)
ROMK mod,SMILES
0.0277,Cc1cc(SCC(=O)Nc2ccc(O)cc2)n2nc(C)c(-c3ccccc3)c2n1
1.02,COc1ccc2c(C)cc(C)nc2n1
0.487,O=C(CO/N=C/c1ccc(Cl)cc1Cl)NNC(=O)c1cccc(Cl)c1
-0.53,O=C(Nc1nc2ccsc2c(=O)s1)c1ccc(F)cc1
-0.337,COc1ccc(NC(=O)c2cccc(OC(=S)N3CCOCC3)c2)cc1
0.128,COc1ccc(NC(=O)c2ccc(NC3CC(=O)N(c4ccc(C)cc4C)C3=O)cc2)cc1 (stereo not drawn)
-0.394,O=C(Nc1ccccc1)NC1CCCCNC1=O (stereo not drawn)
-0.46,CCC(=O)N1CCCc2ccccc21
-0.0768,Cc1ccc2[nH]c(=O)c(CN(Cc3cccnc3)Cc3nnnn3CC3CCCO3)cc2c1 (stereo not drawn)
-0.637,O=C(C1CCC(CNc2c(N3CCCC3)c(=O)c2=O)CC1)N1CCc2ccccc21 (stereo not drawn)
-0.0973,COc1ccccc1NC(=O)C1CCC(CNc2c(N3CCCCC3)c(=O)c2=O)CC1 (stereo not drawn)
0.847,COC(=O)c1cc(NC(=O)c2cc(-c3ccc(C(F)(F)F)cc3)oc2C(F)(F)F)ccc1N1CCOCC1

# Single entries from above:
# Entry of COc1ccc(NC(=O)c2cccc(OC(=S)N3CCOCC3)c2)cc1 under ROMK mod: -0.337
# Entry of COC(=O)c1cc(NC(=O)c2cc(-c3ccc(C(F)(F)F)cc3)oc2C(F)(F)F)ccc1N1CCOCC1 under ROMK mod: 0.847
# Entry of COc1ccc(/C=N/NC(=O)CCn2nc(C)cc2C)cc1 under ROMK mod: -0.14
# Entry of O=C(Nc1ccccc1)NC1CCCCNC1=O (stereo not drawn) under ROMK mod: -0.394
# Entry of O=C(CO/N=C/c1ccc(Cl)cc1Cl)NNC(=O)c1cccc(Cl)c1 under ROMK mod: 0.487

# The list continues.
ROMK mod,SMILES
-0.32,Cc1ccc[n+](-c2nc([O-])sc2/C=N/Nc2ccc([N+](=O)[O-])cc2)c1
-0.579,COc1cccc(/C=N/NC(=O)c2cccs2)c1
-0.537,CN(C)CCCN(CCCN(C)C)C(=S)Nc1ccc(S(=O)(=O)N2CCOCC2)cc1
0.224,CCN(C(=O)c1cc2c(=O)[nH]c3ccc(C)cc3c2s1)c1ccccc1F
1.28,COc1ccc(S(=O)(=O)N2CCC(N3CCN(c4ccccc4OC)CC3)CC2)cc1
-0.0389,O=C1NC2(CCSC2)C(=O)N1CC(=O)N(Cc1ccccc1)C1CCS(=O)(=O)C1 (stereo not drawn)
0.346,O=S1(=O)CC2SC(=S)N(c3ccccc3)C2C1 (stereo not drawn)
1.02,O=C1/C(=C/c2ccco2)SC(=S)N1c1cccnc1
-0.175,Cc1ccccc1NC(=O)Cc1nnc(NC(=O)Nc2ccccc2F)s1
-0.725,CCCCN(CC)Cc1c(O)ccc2c(-c3ccccc3)cc(=O)oc12
0.461,COc1ccc2no[n+]([O-])c2c1
0.543,COc1ccc(-c2nc(N)nc(C(F)(F)F)c2-c2cscn2)c(O)c1

# (continued)
ROMK mod,SMILES
-1.51,C=CCn1c(SCC(=O)NNC(=O)Nc2cccc(Cl)c2)nnc1-c1ccccc1
-0.367,N#C/C(=C\c1ccc(-c2nc3ccccc3s2)o1)C(N)=O
0.148,COc1ccccc1C1/C(=C(/O)c2cnn(-c3ccccc3)c2C)C(=O)C(=O)N1CCN(C)C (stereo not drawn)
-0.625,Cn1cccc1/C=C1\SC(=S)N(NC(=O)c2ccc(F)cc2)C1=O
0.848,CCOC(=O)C1CCCCN1Cc1ccc(OC)c(OC)c1 (stereo not drawn)
-0.247,O=C(c1ccc(-n2cccn2)cc1)N1CCc2ccccc2C1
-0.107,N#C/C(=C/c1ccco1)C(N)=S
-0.803,O=C(/C(=N/O)n1cncn1)c1ccccc1Cl
0.14,CCn1c(=O)c2cc(C(=O)N(C)c3cc(C)ccc3OC)sc2c2ccccc21
-0.263,O=C(c1ccc(F)cc1)N1CCCN(c2nc(-c3ccccc3)ns2)CC1
-0.478,CCCCN(CC)S(=O)(=O)c1ccc2c(c1)n(C)c(=O)c(=O)n2C
0.512,COC(=O)c1ccc(Nc2c([N+](=O)[O-])c(=O)oc3ccccc23)cc1

# The final 6 compounds of the section before lead into the next.
ROMK mod,SMILES
-0.107,N#C/C(=C/c1ccco1)C(N)=S
-0.803,O=C(/C(=N/O)n1cncn1)c1ccccc1Cl
0.14,CCn1c(=O)c2cc(C(=O)N(C)c3cc(C)ccc3OC)sc2c2ccccc21
-0.263,O=C(c1ccc(F)cc1)N1CCCN(c2nc(-c3ccccc3)ns2)CC1
-0.478,CCCCN(CC)S(=O)(=O)c1ccc2c(c1)n(C)c(=O)c(=O)n2C
0.512,COC(=O)c1ccc(Nc2c([N+](=O)[O-])c(=O)oc3ccccc23)cc1
-1.33,COc1cccc(CNc2nc3ccc(C)cc3n3cnnc23)c1
-0.742,Cc1nc(-c2ccc(S(=O)(=O)Nc3ccc(Br)cc3Cl)s2)cs1
-0.214,COc1ccc(N=C2SCC(=O)N2CCc2ccc(OC)c(OC)c2)cc1
-0.833,O=C(O)c1ccn2c(C(=O)c3ccc(Cl)cc3)c(-c3ccccc3)cc2c1
-0.0554,Cc1nc2c(oc3ccc(Cl)cc32)c(=O)[nH]1
0.685,COc1ccc(NC(=O)C2CC(=O)N/C(=N/N=C/c3ccco3)S2)cc1 (stereo not drawn)
-0.745,COc1ccc(N(Cc2cc3cccc(C)c3[nH]c2=O)C(=O)C2CCCO2)cc1 (stereo not drawn)
0.481,Cc1nc(Cl)c2c(n1)NC(=O)CO2
-0.408,O=C(NCCN1CCCOC1=O)C(=O)NCCN1CCCOC1=O
2.32,O=c1c2c3c(sc2n2c(=S)[nH]nc2n1-c1ccccc1)CCC3
0.588,O=c1oc2ccccc2c(Nc2ccc(Cl)cc2)c1[N+](=O)[O-]
-0.832,Cc1cc(Nc2ccc(N3CCOCC3)cc2)c2cccc(C)c2n1

# Next part.
ROMK mod,SMILES
-1.12,Cc1ccc(NC(=O)/C=N/OCC(=O)NCc2ccccc2Cl)cc1
-1.04,O=C(CN1c2ccccc2Sc2ccccc21)N/N=C/c1ccccc1
-0.531,COCCCNc1ncnc2c1sc1nc(-c3ccco3)c3c(c12)CC(C)(C)OC3
-0.0644,Cc1onc(-c2c(F)cccc2Cl)c1C(=O)c1ccc(F)cc1
-0.0718,Cc1nc(C)c(C(=O)O)c(-c2cccs2)c1C(=O)O
1.12,Cc1ccc(/C=N/NC(=O)Cc2cccn2C)cc1
-0.164,O=C(NCCSCc1ccco1)Nc1cc(Cl)cc(Cl)c1
0.0238,COc1ccc2oc(=O)c(N3C(=O)c4ccccc4C3=O)cc2c1
1.2,O=C(O)COCC(=O)NCc1csc2ccc(Cl)cc12
-0.713,CCCCN(C(=O)CCC(=O)Nc1cc(C)on1)C(C(=O)NC(C)(C)CC)c1cccc(OC)c1OC (stereo not drawn)
-0.0107,NC(=O)c1ccccc1Nc1nc2nc3ccccc3c(=O)n2cc1Br
0.203,S=C(NC1CCCCC1)NC1CC2C=CC1C2 (stereo not drawn)

# New compounds follow.
ROMK mod,SMILES
-0.389,O=S(=O)(c1ccc(F)cc1)N1CCN(c2ncccn2)CC1
-1.26,Cn1c2c(c(=O)n(C)c1=O)C(c1ccccc1Cl)C(C#N)=C(N)O2 (stereo not drawn)
0.59,Cc1nc(NCCOc2ccccc2)sc1C(=O)Nc1ccccc1
-4.62*,Cc1ccc(-c2c[n+](CC(=O)Nc3nc(-c4ccccc4)cs3)c3n2CCC3)cc1
-0.378,C=CCc1cc(Cl)ccc1OC(=O)Nc1cccc(Cl)c1
-0.0293,Cc1cccc(N/C(N)=N/c2nc(CSc3ccc(Cl)cc3)cc(=O)[nH]2)c1
-0.312,CCOc1ccc2oc(C(=O)OC(C(=O)NC(N)=O)C(C)C)c(C)c2c1 (stereo not drawn)
1.24,O=C(Nc1nnc(/C=C/c2ccccc2)s1)c1ccco1
-0.741,Cc1nc(-c2nnc(SCC(=O)Nc3ccc(Cl)cc3)n2C)cs1
-0.0948,Cc1ccc(-c2cc(Cc3ccccc3)c(=O)[nH]n2)cc1
-0.685,O=C(NC(=O)N1CCN(c2ccc([N+](=O)[O-])cn2)CC1)c1c(Cl)cccc1Cl
-0.701,Cc1ccc(NC(=O)Nc2ncnc3nc[nH]c23)cc1

# Retrieved one by one from above:
ROMK mod,SMILES
0.461,COc1ccc2no[n+]([O-])c2c1
-0.14,COc1ccc(/C=N/NC(=O)CCn2nc(C)cc2C)cc1
-0.408,O=C(NCCN1CCCOC1=O)C(=O)NCCN1CCCOC1=O

# Following part
ROMK mod,SMILES
-0.0535,S=C1NCN(Cc2cccnc2)CN1Cc1ccccc1
0.71,CCCCCC(=O)N1CC2(CC)CN(C(=O)CCCCC)CC(CC)(C1)C2=O
0.224,CC(C)[N+](C)(C)CC#CC(O)(c1ccccc1)c1ccccc1
0.607,Cc1ccccc1Nc1c(-c2cccnc2)nc2ccccn12
-0.324,CCOC(=O)c1cc(C#N)c(Nc2ccc(C)cc2)nc1C(F)(F)F
-0.574,CSc1nc2cc(S(=O)(=O)N3CCCCC3)ccc2s1
0.74,Cc1ccc(N2C(=O)CSC2c2cccnc2)c(Cl)c1 (stereo not drawn)
-0.00953,COC(=O)c1ccc(S(=O)(=O)N2CCCN(Cc3ccc(F)cc3)CC2)n1C
0.336,Clc1ccc(-c2nnnn2-c2ccc(Cl)cc2)cc1
-0.339,COC(=O)c1cc(NS(=O)(=O)c2cccc(Cl)c2)ccc1N1CCOCC1
1.04,CS(=O)(=O)Nc1nc2n(n1)C(c1ccccc1)CC(c1ccccc1)N2 (stereo not drawn)
-0.00895,O=C(O)CCCN1C(=O)/C(=C\c2ccc(-c3nc4ccccc4s3)o2)SC1=S

# (more compounds)
ROMK mod,SMILES
-0.638,N#C/C(=N\Nc1ccc(F)cc1)C(=O)C1CC1
-0.161,N#CC(C#N)=C1c2cc(S(=O)(=O)NCCO)ccc2-c2ccc(S(=O)(=O)NCCO)cc21
0.539,Cc1ccn2cc(CCNC(=O)C3CC=CCC3C(=O)O)nc2c1 (stereo not drawn)
0.0218,O=C(CC1C(=O)NCCN1C(=O)Nc1ccc(F)cc1)Nc1ccc(F)cc1 (stereo not drawn)
-0.374,CCc1c(C)nc(SCC(=O)NNC(=O)Cc2ccc(OC)cc2)[nH]c1=O
0.0486,O=C(Nc1ccccc1)Nc1ccc(Oc2ncnc3cc(Cl)ccc23)nc1
0.299,Cc1cnc(NS(=O)(=O)c2ccc(Cl)cc2)c(Br)c1
0.427,Cn1cnc(S(=O)(=O)Nc2ccccc2C(=O)NCC2CC2)c1
0.157,CCOc1ccc(NC(=O)c2cc(Cl)nc3ccccc23)cc1
-1.51,Cc1c(Br)c(C(=O)NNC(=O)c2ccc(C(C)(C)C)cc2)nn1C
0.577,S=c1[nH]nc(-c2cccs2)n1/N=C/c1cn(-c2ccccc2)nc1-c1ccccc1
0.0521,CC(=O)c1ccc(OCC(O)CNCc2ccc3c(c2)OCO3)cc1 (stereo not drawn)

# Next section:
ROMK mod,SMILES
-0.834,CC(=O)NCCc1nc2ccccc2n1Cc1cc(C)ccc1C
0.197,Cc1csc(C(=O)NN)c1N(C)C
0.202,Cc1c(Cc2ccccc2)c(NCCCO)n2c(nc3ccccc32)c1C#N
1.35,N/C(=N/OC(=O)c1ccccc1Cl)c1ncc([N+](=O)[O-])s1
-1.92,Cc1ccc(OCC(=O)O/N=C(\N)Cc2ccc([N+](=O)[O-])cc2)cc1C
-0.788,Cc1ccc(S(=O)(=O)NNC(=O)c2cnn(-c3ccc(Cl)cc3)c2C(F)(F)F)cc1
-0.274,Cn1cc(C(=O)N/N=C/c2ccc(Br)c([N+](=O)[O-])c2)c2ccccc21
-1.84,OC(CNC1Cc2ccccc2C1)COc1ccc(F)cc1 (stereo not drawn)
1.42,Cc1cccc(OCC(=O)Nc2ccc3c(c2)nc(CN2CCCCC2)n3C)c1
-0.183,Cc1c(Cl)c([N+](=O)[O-])nn1Cc1ccc(C(=O)NN)o1
-1.46,COc1cc(C(=O)NC(=S)Nc2ccc3c(c2)OCO3)cc(OC)c1OC
-0.903,O=C(CNc1n[nH]c(=O)[nH]c1=O)N/N=C/c1ccccc1

# (list continues)
ROMK mod,SMILES
-0.399,Cc1cc(C)c2nc(C)cc(Nc3ccc(C(=O)N4CCOCC4)cc3)c2c1
1.74,COc1cccc2[nH]c(C(=O)NN)c(N)c12
0.0476,O=C(COC(=O)/C=C/c1cccc(F)c1)Nc1ncccn1
-0.0863,COc1ccccc1N1CCN(C(=O)/C=C/c2cccc([N+](=O)[O-])c2)CC1
-0.725,COc1ccc(NC(=O)C2CCCN2C(=O)OCc2ccccc2)cc1 (stereo not drawn)
0.75,CCOC(=O)N1CCN(c2nc(N(c3ccccc3)c3ccccc3)nc(-n3ccnc3)n2)CC1
0.0978,O=C(NCCc1ccccc1)C1CCC(CNS(=O)(=O)c2cccc3cccnc23)CC1 (stereo not drawn)
-0.246,O=C1OCC(CO)(CO)N=C1NNc1ccccc1[N+](=O)[O-]
0.383,N/C(=N\OC(=O)c1ccc(OCC(F)(F)F)nc1)c1ccc(Cl)cc1
-0.955,COc1ccc(OC(=O)Nc2ccc([N+](=O)[O-])cc2OC)cc1
1.45,COC(=O)CNC(=O)c1ccc(F)cc1
3.54*,Cc1[nH]c(-c2ccccn2)nc(=S)c1Cl
-0.66,Fc1ccc(C2=Nn3c(nnc3-c3ccco3)SC2)cc1
-0.0697,Cc1cc(C)cc(Nc2ncnc3nc[nH]c23)c1
